C2C12 statin: suppression of simvastatin myotoxicity; C2C12 myotubes + simvastatin, ATP luminescence, 48 h; scaled: DMSO 0, geranylgeraniol control 100; rescue of ATP level, % at 7.49 µM; hit rate 0.78% among 330,000;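 active = mean ATP rescue above about 67%, or every replicate alone reaching that limit, limit read from the data, passing the limit was not always enough; inconclusive = no clear call, values can overlap the other calls; inactive = mean under the limit and some replicate under it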;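 note: myotubes were challenged with 10 µM simvastatin during compound exposure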
FN deposition inh: fibronectin deposition inhibition | AH1F fibroblasts, Alexa488-fibronectin deposition fluorescence, overnight | inhibition, % at 12.6 µM | hit rate 0.086% among 350,000 | AID 743247;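 active = mean inhibition across replicates of 30% or more, regardless of how many single replicates reach that level; inconclusive = mean under 30% yet at least half of replicates reach 30%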;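 note: positive control wells lacked labelled fibronectin entirely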
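Material: AH1F fibroblast monolayer depositing Alexa488-labelled fibronectin into matrix | Input: 10000 AH1F cells/well | Medium: DMEM plus 2% serum, read in PBS | Reagent: Alexa488-fibronectin, 24 nM final in well | Compound dosing: One dose per compound, pinned | Schedule: 1 h adhesion, overnight exposure | Measured by: Fluorescence at 485 nm excitation, 525 nm emission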
GSIS activator: primary screen for activators of insulin secretion dependent on glucose, INS-1E cells, GLuc reporter luminescence | INS-1E GLuc reporter insulin secretion, 2-3 h | hit rate 0.61% among 370,000 | activation, % at 16.6 µM;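 active = lowest replicate activation of at least 40%, so every replicate reaches that level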;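 note: 0% = median of neutral control wells and 100% = median of IBMX positive control wells; some compounds called inactive have numbers as strong as hits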
miR-122 sensor: miR-122 inhibition in Huh7 cells. Huh7 miR-122 Renilla luciferase sensor, 48 h; neutral wells = 0, positive control = 100. AID 602342. hit rate 0.3% among 340,000. activation (reporter increase), % at 12.5 µM;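 active = mean replicate activation score at least 90 and every replicate individually at or above 90; inconclusive = only one of the two criteria met; inactive = neither criterion met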;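 note: higher luciferase means less miR-122 activity so hits act as miR-122 inhibitors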
PglD DTNB: PglD (C. jejuni) enzyme inhibition; hit rate 0.098% among 360,000; purified PglD enzyme, DTNB colorimetric CoA detection; inhibition, % at 12.5 µM; in the data active = inhibition above about 16%, passing the limit was not always enough; inconclusive = no clear call, values can overlap the other calls; note: strong numbers were not always called active
PGC1a acetyl inh: PGC1a acetylation modulation, inhibitor mode. U2OS PGC1a acetylation, AlphaScreen anti-acetyl-lysine; with virally co-expressed GCN5 acetyltransferase. inhibition, % at 15.6 µM. hit rate 0.17% among 350,000;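 active = every replicate shows inhibition of at least 40%; inconclusive = mean inhibition at least 40% but some replicate below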;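 note: 0% = neutral control wells and 100% = positive control wells; some results beyond the cut were filed as inactive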
Cneo AK release: Cryptococcus neoformans lysis via adenylate kinase release. lysis activity, % at 15 µM. hit rate 0.2% among 360,000. C. neoformans lysis, adenylate kinase release luminescence, 4 h; normalised: neutral wells 0, clomiphene wells 100;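 active = mean lysis activity across replicates of at least 80%, whatever share of replicates individually reach that level; inactive = mean lysis activity below 80%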
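Material: C. neoformans cells | Amount: Yeast cell density of 5 × 10^6 cells/mL | Medium: Fresh YPD growth medium | Dosing: Single dose | Times: Static 4 h at 37 °C with compound, 1 h detection | Detection: AK luminescence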
CFTR F508del cor: correctors of CFTR F508del function in bronchial epithelial cells; CFBE cells, YFP halide quenching; stimulated with forskolin plus potentiator P3; % fluorescence drop versus neutral controls; AID 720511; hit rate 0.36% among 350,000; activity (quench increase), % at 7.58 µM;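 active = mean added fluorescence quench of at least 8% versus neutral control, with both replicates also reaching 8%; inconclusive = only one of the mean or replicate conditions met; inactive = mean below 8% and not both replicates reaching 8%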;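 note: cells transiently co-express mutant CFTR-F508del with the halide-sensitive YFP; corrector assay measuring rescue of mutant channel to the surface after 24 h compound exposure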
* = called active by the depositor; ? = inconclusive; · = not tested or not shown; [ ] = dose if it differs, or a comment. Not a hit list; about 2.1% have a hit in one of these screens.

SMILES	C2C12 statin	FN deposition inh	GSIS activator	miR-122 sensor	PglD DTNB	PGC1a acetyl inh	Cneo AK release	CFTR F508del cor
CCN(Cc1cccc(OC)c1)CC1CCCN(CCc2cccc(OC)c2)C1 (stereo not drawn)	3	-1	-26	-4	22*	1	2	0.1
CN1CCN(c2nc3c(c(=O)[nH]c(=O)n3C)n2CCCSc2ncccn2)CC1	5	-11	·	-9	4	2	2	·
Cc1ccc(NC(=O)C(=O)NCc2ccc(/C=C(/C#N)C(=O)NCc3cccnc3)o2)cc1C	·	6	-28	1	-3	8	-6	·
OCCCNc1ncnc2c1ncn2[C@H]1CN(Cc2ccncc2)C[C@@H](CO)O1	-22	-5	-21	-6	1	10	-1	3.0
C[C@H](CO)N1C[C@H](C)[C@H](CN(C)C(=O)C2CCC2)Oc2ncc(Br)cc2C1=O	32	·	19	26[16.7 µM]	·	4	·	1.8
Cc1ccc(N(Cc2cc3ccc(C)cc3[nH]c2=O)C(=O)c2ccco2)c(C)c1	21	-7	3	12	3	4	0	0.2
CC(C)S(=O)(=O)CC(=O)c1ccc(Cl)cc1	-11	-4	-3	4	4	-2	1	0.8
Nc1ccc(C(=O)Nc2cccc3ncccc23)cc1	7	5	10	-4	3	9	-1	-1.8
O=C(NCCc1ccncc1)[C@@H]1[C@@H](CO)[C@@H]2Cn3c(ccc(-c4ccncc4)c3=O)[C@@H]2N1C(=O)C1CC1	-9	·	2	-4[16.7 µM]	3	·	2	-0.1
CCn1c(C)c(C)c2cc(C(=O)NCCCN3CCCCC3C)ccc21 (stereo not drawn)	0	5	-11	-2	0	1	-4	-1.6
CN(CC(=O)Nc1ccc(N2CCOCC2)cc1)C(=O)c1cc(F)c(F)cc1Cl	-11	1	7	-8	2	-2	3	0.7
Cc1ccc(C2OCC3(CO)COC(c4ccc(C)cc4)N23)cc1 (stereo not drawn)	-9	-7	-5	-7	2	-6	-11	·
C[C@@H]1CN([C@@H](C)CO)S(=O)(=O)c2ccc(-c3ccncc3)cc2O[C@H]1CN(C)Cc1ccccc1	·	·	-2	26[16.7 µM]	1	-12	3	-2.4
CCNC(=O)CN1C(=O)NC2(CCCc3cc(OC)ccc32)C1=O (stereo not drawn)	·	·	·	4	2	4	1	·
CC(C)[C@H](NS(=O)(=O)c1ccccc1F)C(=O)OCC(=O)Nc1cccc(S(N)(=O)=O)c1	-1	2	5	-5	-2	1	1	4.9
CC(C)CC1C(=O)N(Cc2cn(CC3CCCCC3)nn2)CCS(=O)(=O)N1Cc1ccc(-c2ccc(F)nc2)cc1 (stereo not drawn)	0	1	-16	-8	-3	2	-5	0.1
COc1cccc(-c2ccc([C@H]3[C@H]4CN(Cc5cncnc5)CCCCN4[C@H]3CO)cc2)c1	7	·	-2	-5[16.7 µM]	1	-1	-4	-1.0
O=c1[nH]nc(-c2cc(-c3ccccc3)nc3ccccc23)o1	-3	-9	·	-8	0	4	-1	-3.5
CC(C)C(=O)Nc1ccc2c(c1)C(=O)N(C)[C@H]1CC[C@H](CC(=O)NCc3cccc(F)c3)O[C@H]1CO2	6	0	-8	?	-1	-5	1	-2.9
COc1ccccc1N1CCN(S(=O)(=O)c2ccc(F)cc2)CC1	4	·	·	?	0	·	-2	·
Cc1ccc(C(=O)Nc2ccccc2N2CCCC2)cc1S(=O)(=O)N1CCOCC1	-4	3	-8	-5	-5	-4	0	-0.8
CC(C)c1ccc(NC(=O)Nc2nc(C(N)COCc3ccccc3)cs2)cc1 (stereo not drawn)	-14	5	-35	·	-1	18	-2	-1.1
O=S(=O)(Nc1cccc(S(=O)(=O)N2CCCCC2)c1)c1ccc(Cl)s1	-15	·	·	33	-1	·	-1	3.0
CCOC(=O)C1=C(COC(=O)/C=C/c2ccc(OC)c(OC)c2)NC(=O)NC1C (stereo not drawn)	-17	-2	31	·	1	·	-1	4.0
C[C@H](CO)N1C[C@H](C)[C@@H](CN(C)S(=O)(=O)c2ccc(F)cc2)Oc2c(NC(=O)Nc3cccc4ccccc34)cccc2C1=O	28	·	-25	1[16.7 µM]	·	1	·	2.4
COc1cccc(OCCCn2ccnc2)c1	14	1	13	8	0	11	2	-0.2
COc1ccccc1CN1C[C@@H]2C[C@@H](c3ccc(C)cc3)N3CCC[C@@]23C1=O	-3	·	6	2	-3	3	16	·
CO[C@@H]1CN(C)C(=O)c2ccc(NC(=O)C3CC3)cc2OC[C@@H](C)N(Cc2ccncc2)C[C@H]1C	-21	-4	2	·	7	10	-6	0.9
CN1C[C@@H]2C(c3ccc(Cl)nc3)C3(c4ccc(C#N)cc4)CC2(C3)[C@H]1c1ccccc1 (stereo partly drawn)	-10	5	·	4	2	·	0	2.2
Cc1noc(C)c1NC(=O)N(C)C[C@H]1Oc2c(NC(=O)Nc3ccccc3)cccc2C(=O)N([C@H](C)CO)C[C@H]1C	·	·	4	-2[16.7 µM]	·	-1	·	-2.9
COc1ccc(C(CNC(=O)c2[nH]c(C)c(C(C)=O)c2C)N2CCOCC2)cc1 (stereo not drawn)	0	-6	-7	2	1	5	18	-2.0
COc1ccc(CCNC(=S)NC2CCN(Cc3ccccc3)CC2)cc1	·	1	-22	1	·	-4	·	-1.0
Cc1sc2nc(CN3CCCC3)nc(N3CCN(S(=O)(=O)c4ccccc4)CC3)c2c1C	-13	-9	·	5	-1	3	2	-2.4
COc1cc(OC)cc(N(C(=O)CNC(=O)c2cccs2)C(C(=O)NCC2CCCO2)c2ccccc2)c1 (stereo not drawn)	37	-4	1	·	-3	·	0	-1.4
COc1cc2c(cc1O)C(Cc1ccc(O)cc1)[N+](C)([O-])CC2 (stereo not drawn)	17	-12	-1	0	3	-10	-3	1.8
CCC(=O)N1CC[C@@H]2[C@H]1c1cc(-c3ccc(OC)cc3)ccc1N[C@@H]2CO	20	10	22	-3[16.7 µM]	-2	8	-10	0.7
O=C(c1ccc(Br)o1)N1CCN(c2ccccc2F)CC1	0	11	·	5	-3	14	0	·
CCC(=O)N1CC[C@@H]2[C@@H](CO)Nc3ccc(-c4ccc(OC)cc4)cc3[C@@H]21	6	-6	35	-1[16.7 µM]	-2	1	-18	3.5
C=CCN(Cc1ccc(Cl)s1)C(=O)CNC(=O)CNC(=O)c1ccc(Cl)cc1Cl	-3	-1	-20	8	1	8	0	4.1
O=C(O)CN1C(=O)/C(=C\c2cc([N+](=O)[O-])ccc2OCc2ccccc2Cl)SC1=S	0	7	8	-6	-6	-6	0	-4.4
COc1cc(/C=C/C(=O)OCC(=O)N2CCCCCC2)ccc1OCC#N	6	-2	16	-3	·	9	1	0.9
COc1ccc(NC(=O)N(C)[C@H]2C[C@H]3c4[nH]c5ccc(-c6ccc(OC)cc6)cc5c4CCN3C(=O)[C@H]2[C@H](C)O)cc1	-6	4	6	1	3	-1	0	-0.1
OC[C@H]1[C@H](c2ccc(C3=CCCC3)cc2)[C@H]2CN(CCC(F)(F)F)CCCCN21	·	·	·	-28[16.7 µM]	0	3	-1	2.8
COCCCN1C(=O)C(=O)/C(=C(/O)c2ccc(S(=O)(=O)N3CCCCC3)cc2)C1c1ccc(O)cc1 (stereo not drawn)	25	3	22	-3	4	3	0	-2.2
CCn1c(SCC(=O)Nc2ccc3c(c2)OCO3)nc2ccccc21	-5	-5	·	7	2	-3	-2	·

Grouped by structure, those above with an aryl thioether with sulfur outside any ring.
SMILES	C2C12 statin	FN deposition inh	GSIS activator	miR-122 sensor	PglD DTNB	PGC1a acetyl inh	Cneo AK release	CFTR F508del cor
CN1CCN(c2nc3c(c(=O)[nH]c(=O)n3C)n2CCCSc2ncccn2)CC1	5	-11	·	-9	4	2	2	·
CCn1c(SCC(=O)Nc2ccc3c(c2)OCO3)nc2ccccc21	-5	-5	·	7	2	-3	-2	·

New compounds follow:
SMILES	C2C12 statin	FN deposition inh	GSIS activator	miR-122 sensor	PglD DTNB	PGC1a acetyl inh	Cneo AK release	CFTR F508del cor
CCC(=O)N1CCc2cc(S(=O)(=O)CCC(=O)Nc3ccc(C)cn3)ccc21	-3	2	11	-2	·	-4	·	·
CC(=O)c1ccc(S(=O)(=O)N2Cc3ccccc3CC2C(=O)O)cc1 (stereo not drawn)	4	-7	23	1	25*	2	-1	1.3
Cc1c(Cl)cccc1NC(=O)C1CCCN(S(C)(=O)=O)C1 (stereo not drawn)	-4	8	8	·	0	·	-1	-0.2
Cc1csc(NC(=O)COCC(=O)O)c1-c1nc2ccccc2s1	·	-4	-32	-4	4	5	1	0.8
Cc1ccc(CNc2ncnc3[nH]ncc23)cc1	6	11	13	-10	1	·	-1	-2.9
Cc1cccc(NC(=O)C(Cc2ccccc2)n2cccc2)c1 (stereo not drawn)	·	-3	9	·	·	-6	·	1.1
CN(C)CCCN(C(=O)COc1ccccc1)c1nc2cc3c(cc2s1)OCO3	0	2	-40	·	-3	·	12	1.0
CCOc1ccc(N2C(=O)CC(NC3CCN(C(=O)c4cccc(Cl)c4)CC3)C2=O)cc1 (stereo not drawn)	3	·	4	-3	-8	·	1	-1.2
COc1ccc(NC(=O)Nc2ccc3c(c2)C(=O)N([C@H](C)CO)C[C@@H](C)[C@H](CN(C)Cc2ccc4c(c2)OCO4)OCCCC[C@H](C)O3)cc1	·	·	-31	12[16.7 µM]	5	1	54	-1.3
CC1CCN(C(=O)COC(=O)/C=C/c2ccco2)CC1	4	-12	-26	·	-12	·	1	3.7
C#CCOC(=O)Nc1ccc(=O)n(Cc2c(Cl)cccc2Cl)c1	7	11	·	9	-1	7	-5	·
Cc1ccc(NC(=O)C2(C)CCN2CCc2ccccc2)cc1 (stereo not drawn)	5	4	-18	0	4	-16	0	1.7
COc1ccc(CCC(C)NCc2ccc(F)cc2)cc1 (stereo not drawn)	19	8	8	-7	-6	·	0	0.4
O=C(COc1ncnc2sccc12)NC1CCCCC1	15	0	1	-5	-4	-6	-1	-3.0
COC(=O)c1ccc2c(=O)n(CC3CCCO3)c(SCC(=O)Nc3ccccc3OC)nc2c1 (stereo not drawn)	4	-8	·	190*	3	-2	0	·
O=C(CCN1C(=O)/C(=C/c2cccc(Br)c2)SC1=S)Nc1cccnc1	2	2	-6	-8	·	2	·	0.9
COC(=O)c1nc2ccc(C)cn2c1F	·	1	8	-2	-1	14	-2	-0.2
Cc1ccnc(NC(=O)c2ccc(OCC3CCCO3)cc2)c1 (stereo not drawn)	·	3	8	·	-2	·	-28	-2.7
CSCC[C@H](NC(=O)c1ccc(OCC2CCCO2)cc1)c1nc2ccccc2[nH]1 (stereo partly drawn)	-1	-20	-11	-7	0	9	2	4.2
O=C1NC(=S)N/C1=C\c1ccc(Oc2ccc(C(F)(F)F)cc2[N+](=O)[O-])c(Cl)c1	-1	1	21	3	6	13	4	-0.4

Screening results (PubChem BioAssay)
